# SF1 activator – SF-1 (human) activation | CHO-K1 Gal4-SF-1 LBD luciferase reporter; % increase over DMSO SF-1-specific signal | activation, % at 10 µM | actives 1.9% (n = 65,000);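 active means activation above the mean activation of all tested compounds plus 3 SD, cut at about 50% in these data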
# Target sequence (Q13285 whole entry, looked up, the tested form may be a part): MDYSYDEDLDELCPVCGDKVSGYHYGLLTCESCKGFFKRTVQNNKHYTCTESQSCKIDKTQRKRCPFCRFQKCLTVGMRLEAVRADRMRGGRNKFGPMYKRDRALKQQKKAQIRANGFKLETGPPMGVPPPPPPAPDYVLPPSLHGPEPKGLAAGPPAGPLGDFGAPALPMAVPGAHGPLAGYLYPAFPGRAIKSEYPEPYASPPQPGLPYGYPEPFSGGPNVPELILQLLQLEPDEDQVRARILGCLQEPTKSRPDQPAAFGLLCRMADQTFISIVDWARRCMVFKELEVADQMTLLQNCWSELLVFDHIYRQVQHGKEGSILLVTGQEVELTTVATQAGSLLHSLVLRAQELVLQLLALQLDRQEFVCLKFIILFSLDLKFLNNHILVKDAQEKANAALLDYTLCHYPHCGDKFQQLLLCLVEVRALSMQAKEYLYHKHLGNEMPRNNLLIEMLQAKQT
#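 Assay system: CHO-K1 cells co-transfected with Gal4 DBD–human SF-1 LBD, 5xGal4 luciferase reporter; doses: 10 µM only; incubation: 20 h compound exposure at 37 °C after 1 h cell settling; signal: luciferase light emission; evaluation: percent activation versus DMSO; repeats: one test per compound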
# 5HT1a ag – 5-HT1a (human) receptor agonism | CHO 5-HT1a Ga15 NFAT-bla reporter, FRET ratio; 0% basal, 100% maximal reference agonist | actives 0.56% (n = 65,000) | activation, % at 10 µM;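 active means activation above the screen-wide mean activation plus 3 SD, cut at about 19% in these data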;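 further: 0% = DMSO wells and 100% = 5-CT at EC100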
# Fluor 339 460 – intrinsic fluorescence of library compounds, ex339/em460 – biochemical, MLSMR library, data from DPM-DC assay, artefact control, profiling panel; compound autofluorescence, ex339/em460 nm, NADH buffer; active compounds read high; 1 = no-compound wells, NADH background; fluorescence fold increase at 10 µM; actives 5.5% (n = 65,000); AID 709;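 active means at 10 µM, mean starting fluorescence two-fold or more over control wells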;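 further: signal is the first read of a kinetic run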
# 5-HT1A blocker – blocks the human serotonin 5-HT1a receptor | CHO 5-HT1a Ga15 NFAT-bla reporter, antagonist mode | inhibition, % at 10 µM | actives 0.68% (n = 62,000) | AID 612;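 active means inhibition above the mean of all tested compounds plus 3 SD, cut at about 43% in these data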;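 further: receptor stimulated by 5-CT agonist at 100 nM near EC80; beta-lactamase reporter measured by ratiometric fluorescence of a cleavable substrate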
# TNAP act DEA – human TNAP activation, intermediate phosphate acceptor | P05186 | purified TNAP, CDP-star luminescence, 100 mM DEA, 30 min; active compounds read high; scale: 0 levamisole-inhibited, 1 vehicle-only enzyme | activation factor at 20 µM | 64,000 tested, under 10 active | AID 813;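 active means activation factor of at least 2 at 20 µM, relative to controls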
# A340 absorber – compounds absorbing at 340 nm. compound absorbance at 340 nm, fold over control. fold change at 10 µM. 65,000 tested, under 10 active;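 active means at 10 µM dose, initial 340 nm absorbance at least 2 fold that of control wells; inactive means change under 2 fold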;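 further: initial absorbance extrapolated from kinetic A340 decline of NADH oxidation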
# MMP13 inh – inhibitors of human MMP13; P45452; MMP-13 fTHP FRET cleavage, Mca fluorescence; inhibition, % at 4 µM; actives 0.07% (n = 65,000);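 active means inhibition above the mean of compound-free control plate wells plus 3 SD, cut at about 14% in these data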;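 further: 0% = DMSO wells and 100% = wells with reference MMP-13 inhibitor after basal subtraction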
# NADH enzymes – blocks coupling enzymes of NAD/NADH assays | coupled PK/LDH NADH assays, four targets | actives 0.02% (n = 65,000) | IC50, µM (highest dose often 10 µM), inactives show at the highest dose inhibition;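 active means single-dose screening hits from any of four coupled enzyme assays that gave an IC50 when retested across doses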;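 further: the DPM-DC format reads NADH fluorescence rather than 340 nm absorbance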
# RORA act – RORA (human) activation. P35398. CHO-K1 Gal4-RORA LBD luciferase reporter, luminescence; percent increase over mock-subtracted basal signal. activation, % at 10 µM. actives 1.5% (n = 65,000);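 active means activation above the mean of all tested compounds plus 3 SD, cut at about 49% in these data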;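 further: 0% = DMSO-treated RORA cells and 100% = added signal equal to DMSO minus mock-transfected cells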
# Target sequence (P35398 whole entry, looked up, the tested form may be a part): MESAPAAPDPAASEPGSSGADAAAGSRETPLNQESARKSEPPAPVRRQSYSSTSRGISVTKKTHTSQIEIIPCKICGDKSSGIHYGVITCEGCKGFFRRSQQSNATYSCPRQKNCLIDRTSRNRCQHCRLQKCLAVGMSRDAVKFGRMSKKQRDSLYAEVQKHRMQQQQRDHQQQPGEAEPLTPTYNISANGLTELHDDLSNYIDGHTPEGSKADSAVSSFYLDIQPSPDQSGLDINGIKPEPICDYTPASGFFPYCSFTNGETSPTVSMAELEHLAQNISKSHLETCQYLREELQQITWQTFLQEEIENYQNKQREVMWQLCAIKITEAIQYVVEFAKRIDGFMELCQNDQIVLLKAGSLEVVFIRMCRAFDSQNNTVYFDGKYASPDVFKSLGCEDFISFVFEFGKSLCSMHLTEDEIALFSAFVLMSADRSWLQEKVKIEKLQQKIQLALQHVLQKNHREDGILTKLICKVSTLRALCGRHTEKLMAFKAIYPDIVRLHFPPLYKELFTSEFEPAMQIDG
# An asterisk follows results filed as active; x = not tested or not shown; [ ] = another dose, or the depositor's remark.
SMILES,SF1 activator,5HT1a ag,Fluor 339 460,5-HT1A blocker,TNAP act DEA,A340 absorber,MMP13 inh,NADH enzymes,RORA act
CC1(C(=O)NC2CCCC2)CCC(=O)N1Cc1ccccc1 (configuration not stated),14,0.4,1.1,-6,1,0.99,-2,3%,-16
O=C(OCC(=O)N1c2ccccc2Sc2ccccc21)C1CC(=O)N(Cc2ccco2)C1 (configuration not stated),-4,-0.3,1.1,4,1,1,0,6%,-23
CCOc1ccc(-c2nc(CSCC(=O)NCc3ccco3)c(C)o2)cc1,-94,-1.1,1.1,16,0.9,0.98,-19,5%,-94
COc1ccc(OC)c(S(=O)(=O)N(C)CC(=O)N2CCN(c3cccc(Cl)c3)CC2)c1,-12,2.0,1.1,5,0.9,1,6,4%,4
CC(C)C(=O)Nc1ccc(N2CCN(S(C)(=O)=O)CC2)cc1,16,-0.5,1.1,-9,0.9,1,-2,4%,-17
NC(=O)c1ccc(NS(=O)(=O)c2ccccc2F)cc1,-2,-2.6,1.1,8,1,0.99,-1,5%,1
COc1ccc(OC)c(Nc2ncnc3c2cnn3-c2ccccc2)c1,-3,-3.5,1,10,0.9,0.98,3,3%,8
O=C(O)c1ccc(F)c(S(=O)(=O)Nc2ccccc2Cl)c1,-12,-0.8,1.3,2,1,1,7,3%,-4
CC(=O)Nc1ccc(-c2cc3ccccc3o2)cc1,61*,0.0,1.4,x,0.8,1,-50,5%,2
COc1cccc(C2c3c(oc4ccccc4c3=O)C(=O)N2CCCN2CCOCC2)c1OC (configuration not stated),-2,-0.3,1.1,-11,0.9,1,-2,6%,-19
Cc1ccc(S(=O)(=O)NCCN=C(CN2CCOCC2)NS(=O)(=O)c2ccc(C)cc2)cc1,-11,0.5,1,-14,0.9,1,2,5%,-16
Cc1ccc(-c2csc3nnc(SCC(=O)Nc4cccc(C)n4)n23)cc1,4,-1.4,1.1,15,1,1,-6,4%,18
Cc1cccc(NC(=O)NCC(c2cccnc2)N2CCOCC2)c1 (configuration not stated),8,-0.8,1,-12,1,0.97,-2,7%,14
O=C(O)c1ccc(N2CCCC2=O)cc1,-1,-4.4,1,-19,0.9,1,2,6%,12
Cc1ccc(C)c(-n2nnnc2SCC(=O)Nc2cccc(-c3nnc4n3CCCCC4)c2)c1,-8,1.1,1.2,8,1,0.99,7,12%,5
O=S(=O)(Nc1ccc(N2CCOCC2)nn1)c1ccccc1,13,-2.2,1.2,-9,0.9,1.1,-1,5%,-1
O=C(NCc1ccc2c(c1)OCO2)c1nn(-c2ccccc2)c(=O)c2ccccc12,0,-2.5,1.2,-2,1,1.1,-1,0%,-12
Cc1cc(S(=O)(=O)NCc2cccnc2)ccc1-n1cnnn1,-10,-1.5,1.1,-8,0.9,0.93,-6,4%,-18
CCOC(=O)CSc1nnc2c(n1)C1(C)CCC2C1(C)C (configuration not stated),-16,0.8,1.1,0,1,1,1,8%,-14
Cn1cccc1C(=O)OCC(=O)Nc1cc(C(C)(C)C)nn1-c1ccccc1,-5,1.2,1.1,-15,1,1,2,5%,-13
COc1ccc(N2CCN(C(=O)CC(NC(N)=O)c3cccc(Oc4ccccc4)c3)CC2)cc1 (configuration not stated),-5,3.0,1.1,1,0.9,1,2,5%,-27
CCCCSCc1[nH]c(=O)[nH]c1C(=O)CCCCC(=O)OCC,-1,0.2,1.1,-12,0.9,1.1,7,6%,12
CC(=O)Nn1cc2c(c1-c1ccccc1)c(=O)n(C)c(=O)n2C,-7,-0.2,1.7,-6,0.9,1,-6,7%,-3
CN(C=C1C(=O)CC(C)(C)CC1=O)CCN1CCNCC1,-4,-0.1,1,x,0.9,1,2,2%,6
c1csc(C(c2nnnn2C2CCCC2)N2CCOCC2)c1 (configuration not stated),2,-1.4,1.1,-5,1,1,-2,8%,3
NC(=O)c1cc(-c2ccccc2)nc(Oc2ccccc2)n1,23,1.6,1.1,x,0.7,0.99,7,1%,-19
O=C(O)C1C2C=CC(O2)C1C(=O)NCc1ccc(Cl)cc1 (configuration not stated),-2,-1.6,1.1,8,0.9,1,4,3%,-13
O=C(NCC1CCCO1)c1cc(-c2ccncc2)nc2ccc(S(=O)(=O)N3CCOCC3)cc12 (configuration not stated),1,-0.3,1,-6,0.8,0.99,1,2%,8
CCN(CC)c1ccc(NC(=O)c2ccc(Br)o2)cc1,39,-1.0,1.1,4,0.9,1.1,2,2%,102*
COc1ccc(C(O)c2nc3ccccc3s2)cc1 (configuration not stated),6,-0.4,1.1,-1,0.9,0.97,-5,7%,-14

# Among those listed so far, these contain a halogen:
SMILES,SF1 activator,5HT1a ag,Fluor 339 460,5-HT1A blocker,TNAP act DEA,A340 absorber,MMP13 inh,NADH enzymes,RORA act
COc1ccc(OC)c(S(=O)(=O)N(C)CC(=O)N2CCN(c3cccc(Cl)c3)CC2)c1,-12,2.0,1.1,5,0.9,1,6,4%,4
NC(=O)c1ccc(NS(=O)(=O)c2ccccc2F)cc1,-2,-2.6,1.1,8,1,0.99,-1,5%,1
O=C(O)c1ccc(F)c(S(=O)(=O)Nc2ccccc2Cl)c1,-12,-0.8,1.3,2,1,1,7,3%,-4
O=C(O)C1C2C=CC(O2)C1C(=O)NCc1ccc(Cl)cc1 (configuration not stated),-2,-1.6,1.1,8,0.9,1,4,3%,-13
CCN(CC)c1ccc(NC(=O)c2ccc(Br)o2)cc1,39,-1.0,1.1,4,0.9,1.1,2,2%,102*

# (continued)
SMILES,SF1 activator,5HT1a ag,Fluor 339 460,5-HT1A blocker,TNAP act DEA,A340 absorber,MMP13 inh,NADH enzymes,RORA act
COc1ccc(NC(=O)C2C3CCC(C3)C2C(=O)O)cc1OC (configuration not stated),-11,-1.9,1.1,-14,0.9,1.1,2,1%,-8
O=C(NCCCN1CCCCCC1)C1CC(=O)N(CCc2ccccc2)C1 (configuration not stated),10,-1.9,1,10,1,1,-1,5%,3
O=C(CN(Cc1ccco1)S(=O)(=O)c1cccs1)Nc1ccccc1C(F)(F)F,7,-2.2,1.1,13,1,0.98,2,5%,9
CN1CCN(S(=O)(=O)c2ccc(Sc3nnc(-c4cccs4)n3-c3ccccc3)nc2)CC1,6,-0.9,1,-12,0.8,0.99,-1,3%,-4
CCOC(=O)c1[nH]c2ccccc2c1NC(=O)c1ccc2c(c1)OCO2,-8,-4.2,1.1,4,0.9,1.1,2,1%,8
CCCCn1c(CCCNC(=O)CC)nc2ccccc21,13,1.5,1,-4,0.9,1,1,4%,-8
CCN(CC)S(=O)(=O)c1cccc(C(=O)Nc2nc3cc4c(cc3s2)OCCO4)c1,25,-2.1,2.1*,1,1,1.1,-8,2%[fluoresces],8
Cc1nnc(SCc2cccs2)[nH]c1=O,1,-1.9,1.1,-10,x,1.1,6,3%,-6
CCOCCCNC(=O)CSc1ccccc1,14,-0.8,1.1,-4,0.8,1,4,7%,-8
Cc1nc2ncnn2c(C)c1CCC(=O)N1CCN(c2ccccn2)CC1,-3,-2.8,1.1,3,0.9,0.98,-2,5%,4
CC(C)NC(=O)CCNC(=O)c1ccc(F)cc1,4,-2.7,1,-11,0.9,0.99,2,6%,13
COc1ccc(CCn2c(C)cc(C(=O)CSc3nnc(N)s3)c2C)cc1,2,-2.6,1.1,1,0.9,1,0,4%,-6
CC1=C(C(=O)NCc2ccccc2)C(c2ccc(C)o2)n2ncnc2N1 (configuration not stated),-8,-1.1,1.1,-4,0.9,1,5,1%,-20
COc1ccc(-c2nc(CS(=O)CC(=O)NCCCN3CCCC3)c(C)o2)cc1OC (configuration not stated),6,-0.8,1.1,5,1,1,-6,4%,4
Cn1c(=O)c2c(SC3CCCC3)nc(CC(C)(C)C)nc2n(C)c1=O,-6,-0.5,1,-11,1,1.1,-3,3%,-7
CSCCC(NC(N)=O)C(=O)NCc1ccccc1Cl (configuration not stated),-6,-2.0,1.1,4,1,1,1,3%,-1
COC(=O)c1cccc(CSc2nnc(-c3ccco3)n2-c2ccccc2)c1,-18,-1.2,1.1,18,1,1,-5,2%,-2
CCC(C(=O)Nc1ncn[nH]1)(C(F)(F)F)C(F)(F)F,-2,-4.7,1.1,x,0.9,1,-10,1%,-21
CC(NC(=O)c1ccc(CS(=O)(=O)Cc2ccccc2F)o1)c1ccc2c(c1)OCCO2 (configuration not stated),-2,1.6,1.1,-7,0.9,1,6,4%,-6
Cn1c(=O)c2c(nc(CN3CCN(CCO)CC3)n2Cc2cccc3ccccc23)n(C)c1=O,1,-1.6,1.1,4,0.9,1,1,5%,1
Clc1ccccc1Cn1nnc2c(NCCN3CCOCC3)ncnc21,-2,-0.7,1.1,5,1,0.99,-4,1%,39
C=CCN(CC(=O)NCC1CCCO1)C(=O)CCC(=O)Nc1cc(C)on1 (configuration not stated),6,-0.3,1.1,3,0.9,1,-1,1%,-6
COc1ccc(S(=O)(=O)N2CCC(C(=O)N3CCOCC3)CC2)cc1,4,-0.8,1.1,-18,0.9,1.1,-3,2%,-9
CCNc1nc(SC(C(C)=O)C(C)=O)nc(N(C)C)n1,6,-1.3,1.1,-15,0.9,1,1,2%,4
Cc1cc(C)nc(NC(=O)CSc2nnnn2-c2ccccc2)n1,19,-1.8,1.1,0,1,1,1,8%,-4
COCC(=O)N(CCc1ccc(OC)c(OC)c1)Cc1nc2ccccc2c(=O)[nH]1,-3,4.8,1.1,7,0.9,1,1,7%,-25
CC(C)(C)C1CCC(=O)C(C2(O)C(=O)Nc3ccccc32)C1 (configuration not stated),0,-1.1,1.1,-10,1,1,4,7%,10
Cc1ccc(OCC(=O)NCCN2CCCC2)cc1,-8,-1.4,1,3,0.9,0.97,2,4%,-4
CCCOc1ccc(-c2nnn(CC(=O)c3ccc4c(c3)OCCO4)n2)cc1,3,0.1,1.1,-3,0.9,0.99,-4,8%,-14
CCc1ccc2c(COn3nnc4ccc(S(=O)(=O)N(C)C)cc43)cc(=O)oc2c1,-18,-0.9,1.1,7,1,1.1,1,8%,-2
CCOC(=O)c1ccc(NC(=O)CSc2ncccn2)cc1,21,-1.7,1,-17,0.9,1,0,5%,1
O=C(Nc1ccccc1N1CCN(C(=O)c2ccccc2)CC1)c1cc2ccccc2o1,19,-0.7,1.2,9,1,1.1,5,0%,7
Cc1cc(/C=N/n2cnnc2)c(C)n1-c1ccc(Cl)cc1Cl,3,-1.9,1,32,0.9,1,2,1%,22
C=CCn1c2ccccc2c2nnc(SCCCn3c(=O)[nH]c4ccccc43)nc21,-6,10,1,48*,0.9,1.1,5,5%,3
Cc1nc2ccc(N)cc2c(=O)n1Cc1ccc(Cl)cc1,29,-4.1,3.7*,-9,1,1.1,-90[fluorescence artefact?],14%[fluoresces],-13
COc1ccc(C2(C(=O)Nc3ccc(C(=O)N4CCOCC4)cc3)CCOCC2)cc1,3,-0.4,1.1,-7,1,1,-1,7%,-14
Cc1ccc(C)c(NC(=O)C2CC(Cl)=CCC2C(=O)O)c1 (configuration not stated),-11,1.1,1.1,-1,0.9,1,2,6%,-20
O=C1c2ccccc2C(Nc2ccc(S(=O)(=O)N3CCOCC3)cc2)N1c1cccnc1 (configuration not stated),-5,-2.0,1.1,-5,0.9,1,-2,5%,24

# Filtered by structure, those above with a CF3 group.
SMILES,SF1 activator,5HT1a ag,Fluor 339 460,5-HT1A blocker,TNAP act DEA,A340 absorber,MMP13 inh,NADH enzymes,RORA act
O=C(CN(Cc1ccco1)S(=O)(=O)c1cccs1)Nc1ccccc1C(F)(F)F,7,-2.2,1.1,13,1,0.98,2,5%,9
CCC(C(=O)Nc1ncn[nH]1)(C(F)(F)F)C(F)(F)F,-2,-4.7,1.1,x,0.9,1,-10,1%,-21

# Screening results as filed in PubChem BioAssay.
